RXFP1 antagonist = qHTS Assay for Antagonists of the Relaxin Receptor RXFP1 | Relaxin receptor 1 (Homo sapiens), Q9HBX9 | HEK293-RXFP1, relaxin-stimulated cAMP HTRF, 30 min; hits give low values | activity change, negative = inhibition, % at 57.5 µM | 350,000 compounds, 0.59% hits | AID 1259400, 2018;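 active = activity change of -60% or lower, but not beyond a set lower limit; inconclusive = change between -60% and -40%, or beyond the set limit; inactive = change above -40%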
Target sequence (Q9HBX9 whole entry, looked up): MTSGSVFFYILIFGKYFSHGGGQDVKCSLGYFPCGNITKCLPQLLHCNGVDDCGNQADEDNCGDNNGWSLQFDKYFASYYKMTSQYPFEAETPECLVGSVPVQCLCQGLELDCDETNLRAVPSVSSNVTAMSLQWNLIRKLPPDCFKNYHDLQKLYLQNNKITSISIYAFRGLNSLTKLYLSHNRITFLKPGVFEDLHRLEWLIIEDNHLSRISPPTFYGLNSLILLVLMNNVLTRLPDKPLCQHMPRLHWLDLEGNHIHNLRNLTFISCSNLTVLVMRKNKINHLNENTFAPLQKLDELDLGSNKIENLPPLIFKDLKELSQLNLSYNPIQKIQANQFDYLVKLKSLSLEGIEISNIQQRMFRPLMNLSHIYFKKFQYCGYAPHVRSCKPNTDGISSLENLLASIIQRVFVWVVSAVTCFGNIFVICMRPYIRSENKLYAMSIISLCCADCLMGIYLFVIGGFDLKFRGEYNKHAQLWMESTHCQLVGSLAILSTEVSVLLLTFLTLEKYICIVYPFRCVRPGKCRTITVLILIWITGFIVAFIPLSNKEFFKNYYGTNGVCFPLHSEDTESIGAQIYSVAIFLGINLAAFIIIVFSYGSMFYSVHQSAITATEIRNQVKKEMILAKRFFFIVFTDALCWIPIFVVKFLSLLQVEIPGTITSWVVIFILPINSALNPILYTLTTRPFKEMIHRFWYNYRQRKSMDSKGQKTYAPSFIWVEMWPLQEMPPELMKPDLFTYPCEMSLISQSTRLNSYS
* marks the source's active call; other numbers are inactive results; ? = inconclusive. % is set by controls: 0 for no effect and ±100 for the full control effect. A portion of the library (hit frequency here may not be typical).

canonical_smiles | RXFP1 antagonist
O=C(CC(NC(=O)OCc1ccccc1)C(=O)OCc1ccccc1)OCc1ccccc1 (stereo not drawn) | -1
CCN(C(=O)Cn1c(Cl)nc2c1c(=O)n(C)c(=O)n2C)C1CCCCC1 | 7
CC(C)/C=C/C(=O)N1CCC(N2CCC(C(=O)NCC3CCCO3)CC2)CC1 (stereo not drawn) | 3
Cn1c(N)c(C(=O)COC(=O)c2cccc(S(=O)(=O)NCc3ccccc3)c2)c(=O)n(C)c1=O | 6
COc1ccc(C(C)=O)c(OCC(=O)NCCC2=CCCCC2)c1 | -1
C[C@H]1CN([C@@H](C)CO)C(=O)CCCn2nncc2CO[C@@H]1CN(C)Cc1ccc(C(F)(F)F)cc1 | -7
O=C(O)c1ccc2c(c1)C(=O)N(c1ccc(C(=O)OCC(=O)c3ccccc3)cc1)C2=O | -8
CCN(CC)c1ccc(S(=O)(=O)N2CCOCC2)cc1NC(=O)COC(=O)/C=C/c1ccco1 | 6
CC(=O)Nc1ccc(OCCOCCOc2ccc(NC(C)=O)cc2)cc1 | 5
O=C(COc1ccc(-n2cnnn2)cc1)Nc1ccc(F)c(Cl)c1 | -16
O=C(O)C1C2CC(C(Br)C2Br)C1C(=O)O (stereo not drawn) | 5
COc1ccc2oc(C(=O)NC(C)c3ccccn3)c(C)c2c1 (stereo not drawn) | -3
COc1cc(CCC(N)c2cccc(O)c2)cc(OC)c1OC (stereo not drawn) | -3
FC(F)(F)c1cccc(CC2CN(Cc3ccccc3)Cc3ccccc3N2c2cc(Cl)cc(Cl)c2)c1 (stereo not drawn) | 6
Cc1ccc(CC(C)(O)CC(C)(O)Cc2ccc(C)cc2)cc1 (stereo not drawn) | ?
COc1ccc(OC)c(NC(=O)CSc2nc(O)cc(=O)n2CC(C)C)c1 | -80*
Cc1cccc(-n2cnc3cc(C(=O)NCC4CCCO4)ccc32)c1 (stereo not drawn) | -2
O=C(COC(=O)CCS(=O)(=O)c1ccccc1)NNC(=O)c1ccc([N+](=O)[O-])cc1 | 2
CN(C)c1ccc(C=c2c3ccccc3n3c2cc(-c2ccc(Cl)cc2)[n+]3C)cc1 | -29
C[C@@H]1CN([C@@H](C)CO)C(=O)c2cc(C#Cc3ccccc3)cnc2O[C@H]1CN(C)C(=O)c1ccccc1F | -3
CC1(c2cccc(Br)c2)NC(=O)N(CC(=O)Nc2ccc3c(c2)OCCO3)C1=O (stereo not drawn) | -11
CCOc1ccccc1C(=O)Nc1nnc(SCC(=O)N2CCCC2)s1 | -1
CC(=O)c1c(C)[nH]c(C(=O)OC(C)C(=O)NC2CCCCC2)c1C (stereo not drawn) | 15
Cc1ccc(NC(=O)COC(=O)CCc2ccccc2)cc1S(=O)(=O)N1CCOCC1 | 11
C[C@@H]1CN([C@@H](C)CO)C(=O)c2cc(Br)cnc2O[C@H]1CN(C)Cc1cccnc1 | 7
COc1ccc(C(C#N)=C2C=CC(=NO)C(C)=C2Cl)cc1 | -10
COc1ccc(NC(=O)/C(N=Nc2ccc(Cl)c(S(=O)(=O)Nc3ccc(Cl)cc3)c2)=C(\C)O)cc1 | -16
O=C(OCc1cn([C@@H]2CN(C(=O)C3CCCCC3)[C@@H](c3ccc(Cl)cc3)C[C@H]2O)nn1)c1ccccc1 | -4
CCOc1ccccc1NC(=O)CN(c1ccc(OC)c(OC)c1)S(=O)(=O)c1ccc(C)cc1 | 4
CCN(C(=O)CSc1nnc(C)c(=O)[nH]1)c1cccc2ccccc12 | 1
CCC1CC(C(=O)Nc2ccccc2)C(=O)O1 (stereo not drawn) | 16
COC[C@H](NS(=O)(=O)c1ccc(Br)cc1F)[C@@H](O)c1ccccc1 | -9
Cc1ccc(C(=O)NCC(=O)Nc2ccccc2C)o1 | 2
Cn1c(=O)c2[nH]c(C3CC4CCC3C4)nc2n(C)c1=O (stereo not drawn) | -12
O=S1(=O)CCN(C2CCCCCC2)CC1 | 17
O=C(NNC(=O)c1ccco1)c1ccco1 | -1
O=C(COC(=O)Cc1ccccc1F)NCc1ccccc1Cl | 0
COc1cc(C=NNC(=O)c2ccccc2NS(=O)(=O)c2cccs2)cc(OC)c1O | -3
Cc1cc(NC(=O)COC(=O)c2ccc(Cl)cc2)no1 | 1
CC1=C(C(=O)Nc2ccc(C(=O)NCCCN3CCCCC3C)cc2)SCCO1 (stereo not drawn) | -3
CC(C)Cn1cnc2c(SCc3ccccc3Cl)nc(N)nc21 | 2
O=C(NN(Cc1ccccc1)Cc1ccccc1)c1ccccc1 | -11
O=C(c1ccco1)N1CCC2CC1c1c(Cl)cccc12 (stereo not drawn) | -4
CCN(CC(=O)NCc1ccc(Cl)cc1)C(=O)c1cc(S(=O)(=O)N2CCOCC2)ccc1C | -10
CCOc1ccc(CCNC(=O)COC(=O)C2CCN(S(=O)(=O)c3ccccc3)CC2)cc1OCC | -23
CC(=O)Nc1ccc(NC(=O)C(C)OC(=O)CC23CC4CC(CC(Br)(C4)C2)C3)cc1 (stereo not drawn) | -27
CNc1nc(=O)n(C2CCCO2)cc1C (stereo not drawn) | -1
CCN(CC)c1ccc(NC(=O)COC(=O)CCc2cc(OC)c(OC)c(OC)c2)cc1 | -2
COC(=O)c1c(-c2ccccc2)noc1-c1ccccc1 | -6
CCN(c1ccccc1)S(=O)(=O)c1ccc(N2CCN(c3ccc(OC)cc3)CC2)nc1 | -4

New compounds follow:
canonical_smiles | RXFP1 antagonist
O=C(NCc1cccnc1)C1CCN(S(=O)(=O)c2cc([N+](=O)[O-])ccc2Cl)CC1 | 12
O=C(COC(=O)/C=C/c1ccc(S(=O)(=O)N2CCOCC2)cc1)Nc1ccc(F)c(F)c1F | -15
CC1CN(Cc2nc3c(c(=O)n(C)c(=O)n3C)n2CCCc2ccccc2)CC(C)O1 (stereo not drawn) | 1
CCCCCCCCCCCC[N+](C)(C)CCOc1ccccc1 | -5
O=C(Nc1ccnn1C1CCN(C(=O)c2cccnc2)CC1)c1cccc(F)c1 | 13
COc1ccc(Cl)cc1N(CC(=O)NCc1ccccn1)S(=O)(=O)c1ccc(C)cc1 | 2
COc1ccc(CCNC(=O)C2COc3ccccc3O2)cc1OC (stereo not drawn) | -2
CCN(CC)C(=O)C1=C(C)N(CCCOC)C(=O)C(CC(=O)NCC2CCCCC2)C1 (stereo not drawn) | 4
CCN(CC)C(=O)C1=C(C)N(Cc2ccccc2)C(=O)C(CC(=O)NCCCN(C)C)C1 (stereo not drawn) | 3
O=C(CSc1nc2ccccc2c(=O)n1Cc1ccc(F)cc1)NCC1CCCO1 (stereo not drawn) | -19
O=C(c1cc2ccccc2o1)N1CCN(c2ncccn2)CC1 | 5
CC(C)CSCC1OC(n2cnc3c(N)nccc32)C(O)C1O (stereo not drawn) | -8
CCCNc1ncc2c(=O)[nH][nH]c(=O)c2n1 | 2
O=C(COC(=O)Cc1c[nH]c2ccccc12)Nc1ccc(Cl)cc1 | -9
CCOc1ccc2[nH]c(=O)c(CN(CCCN3CCOCC3)C(=O)Nc3ccc(F)cc3)cc2c1 | 0
Cc1c(C(=O)N2CCN(Cc3nccn3C)CC2)oc2c(F)cccc12 | 4
CC1CN(c2ccccn2)C(C)CN1C(=S)Nc1ccccc1 (stereo not drawn) | -10
CCCCCCn1c(=O)n2n(c1=O)[C@@H]1CN(S(=O)(=O)c3ccc(C)cc3)C[C@]1(O)[C@@H](OC(=O)NCc1ccccc1F)C2 | 5
CN(CCCn1ccc(NC(=O)OCc2ccccc2)nc1=O)Cc1ccco1 | 6
NC(=O)NN=C(C1CC1)C1CC1 | -11
O=C(OCc1ccccc1)N1CCC2CC1c1ccc(Cl)cc12 (stereo not drawn) | -15
COC(=O)c1c(C)cccc1C1CN=NC12Cc1ccccc1C2=O (stereo not drawn) | -24
CC1c2ccccc2-c2ccccc2N1C (stereo not drawn) | 0
Cc1cccc(C)c1NC(=O)CN1CCN(C(=O)CNC(=O)c2ccc(-c3ccccc3)cc2)CC1 | -35
Cc1cnc(NS(=O)(=O)c2ccc(N)cc2)nc1-c1ccccc1O | -7

Some of these compounds in order of length of the SMILES, smallest number first:
canonical_smiles | RXFP1 antagonist
O=C(c1cc2ccccc2o1)N1CCN(c2ncccn2)CC1 | 5
COC(=O)c1c(C)cccc1C1CN=NC12Cc1ccccc1C2=O (stereo not drawn) | -24
O=C(COC(=O)/C=C/c1ccc(S(=O)(=O)N2CCOCC2)cc1)Nc1ccc(F)c(F)c1F | -15

Other compounds:
mol,RXFP1 antagonist
O=[N+]([O-])c1ccc(N2CCN(Cc3ccccc3)CC2)c2c1no[n+]2[O-],-3
CNC(=S)NN=C(C)CCCC(C)=NNC(=S)NC,-3
COc1ccc(-c2csc(Nc3cccc(C)n3)n2)cc1OC,-16
Cc1cccc(-c2nc(NCCN(C)C)c3ccccc3n2)c1,3
O=C(O)c1cc(S(=O)(=O)Nc2ccc3cn[nH]c3c2)ccc1Cl,-3
COc1ccc(CN(CCCn2cnc3c(OC)ncnc32)CCCn2cnc3c(OC)ncnc32)cc1,8
CCOc1cc(N2CCOCC2)c(OCC)cc1NC(=O)CSc1nnc(N)s1,-21
COCCN(CC(=O)Nc1cccc(C)c1C)C(=O)/C=C/c1ccc2c(c1)OCCO2,1
C[C@@H]1CN([C@@H](C)CO)C(=O)CCCn2nncc2CO[C@@H]1CN(C)C(=O)Nc1ccccc1,0
Cc1nn(C)c(C)c1NS(=O)(=O)c1ccc(Cl)s1,-1
Cc1ccc(S(=O)(=O)c2cc3c(=O)n4cccc(C)c4nc3n(CCc3ccccc3)c2=N)cc1C,2
O=C(Nc1cc(S(=O)(=O)Nc2ccccc2F)ccc1Cl)c1ccc(F)cc1F,-10
Oc1ccccc1C=NN=Cc1ccccc1Cl,-15
O=C(Cc1ccccc1F)Nc1cccc(S(=O)(=O)N2CCOCC2)c1,-13
CC(C)[C@H](NC(=O)c1ccccc1F)C(=O)NNC(=O)c1cccs1,0
CN(C(=O)CCN1C(=O)/C(=C/c2ccc(F)cc2)SC1=S)C1CCS(=O)(=O)C1 (stereo not drawn),-1
CC1(C)C(=O)C=C(N2CCCCC2)c2ccccc21,-1
CSCCC(NC(=O)c1ccccc1Cl)C(=O)NCCOc1ccc(C)cc1 (stereo not drawn),-1
CN1OC[C@@H]2CN(S(=O)(=O)c3cccc(C(F)(F)F)c3)[C@H](c3ccc(-c4cccnc4)cc3)C[C@@H]21,13
Cc1occc1C(=O)Nc1ccccc1NC(=O)c1ccoc1C,-4
COc1ccccc1NC(=O)N(C)C[C@@H]1OCc2ccccc2-c2c(n(C)c3ccccc23)C(=O)N([C@H](C)CO)C[C@@H]1C,-7
CCC1(c2ccc(Cl)cc2)NC(=O)N(CC(=O)N2CCN(C(=O)c3ccco3)CC2)C1=O (stereo not drawn),-9
CCN(C(=O)COC(=O)/C=C/c1ccc2c(c1)OCO2)c1c(N)n(Cc2ccccc2)c(=O)[nH]c1=O,8
Cc1ccc(C(=O)OCC(=O)Nc2c(C)nn(-c3ccccc3)c2C)c(O)c1,-2
COc1cc(OC)cc(C(=O)NCC(=O)N2CCN(Cc3ccccc3)CC2)c1,-7
COC(=O)CNC(=O)c1ccccc1[N+](=O)[O-],0
Cc1cc2cc3c(=O)[nH]c(=O)cc-3n(CC(O)C(O)C(O)CO)c2cc1C (stereo not drawn),2
O=C(c1cccc(C(=O)N2CCC(O)(c3ccccc3)CC2)c1)N1CCC(O)(c2ccccc2)CC1,-4
COc1cc(C(C2C(=O)CC(C)(C)CC2=O)C2C(=O)CC(C)(C)CC2=O)ccc1OC(C)=O,-27
Cc1nc2ccccn2c(=O)c1NC(=O)c1ccc(Br)o1,-1
CSc1ccccc1NC(=O)COc1ccc2c(c1)OCO2,1
Cc1ccc(NC(=O)CN(C)C(=O)CSc2nccn2C)cc1,-16
O=C(NC1=NCCS1)c1cccc(Br)c1,-4
Cc1ccc(NC(=O)c2ccco2)nc1,-7
Cc1oc(=O)oc1COC(=O)[C@@H]1N2C(=O)[C@@H](NC(=O)[C@H](N)c3ccccc3)[C@H]2SC1(C)C,-13
O=C(OCCN1CCOCC1)c1cccnc1Nc1cccc(C(F)(F)F)c1,-38
CCOC(=O)CC1(C)NC(C(=O)O)C(C)(C)S1 (stereo not drawn),6
O=c1c2ccccc2c(=O)n(-c2ccccc2)n1-c1ccccc1,-3
NC1[C@H]2CN(c3nc4c(cc3F)c(=O)c(C(=O)O)cn4-c3ccc(F)cc3F)C[C@@H]12 (stereo partly drawn),-31
Cc1cccc(CCNS(=O)(=O)c2ccc(S(=O)(=O)N3CCC(C)CC3)cc2)c1,3

In the list so far, these have a furan ring, fused or not.
mol,RXFP1 antagonist
CCN(CC)c1ccc(S(=O)(=O)N2CCOCC2)cc1NC(=O)COC(=O)/C=C/c1ccco1,6
COc1ccc2oc(C(=O)NC(C)c3ccccn3)c(C)c2c1 (stereo not drawn),-3
Cc1ccc(C(=O)NCC(=O)Nc2ccccc2C)o1,2
O=C(NNC(=O)c1ccco1)c1ccco1,-1
O=C(c1ccco1)N1CCC2CC1c1c(Cl)cccc12 (stereo not drawn),-4
O=C(c1cc2ccccc2o1)N1CCN(c2ncccn2)CC1,5
Cc1c(C(=O)N2CCN(Cc3nccn3C)CC2)oc2c(F)cccc12,4
CN(CCCn1ccc(NC(=O)OCc2ccccc2)nc1=O)Cc1ccco1,6
Cc1occc1C(=O)Nc1ccccc1NC(=O)c1ccoc1C,-4
CCC1(c2ccc(Cl)cc2)NC(=O)N(CC(=O)N2CCN(C(=O)c3ccco3)CC2)C1=O (stereo not drawn),-9
Cc1nc2ccccn2c(=O)c1NC(=O)c1ccc(Br)o1,-1
Cc1ccc(NC(=O)c2ccco2)nc1,-7

Bioassay records: PubChem, National Center for Advancing Translational Sciences (NCATS)
